Assay outcomes (PubChem BioAssay)
LGR2 inh: inhibitors of bursicon-induced Drosophila LGR2 receptor cAMP signaling; HEK293 LGR2, CRE-luciferase, bursicon-stimulated, 4 h; inhibition, % at 9.99 µM; hit rate 0.35% among 380,000; AID 720647;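 active means drop in luminescence signal, shown as inhibition above about 50% in the replicate tests, limit read from the data, passing the limit was not always enough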;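 further: agonist challenge used bursicon conditioned medium at about half maximal strength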
miR-122 sensor: inhibitors of miR-122 in Huh7 cells. Huh7 miR-122 Renilla luciferase sensor, 48 h; neutral wells = 0, positive control = 100. activation (reporter increase), % at 12.5 µM. hit rate 0.3% among 340,000;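 active means mean replicate activation score at least 90 and every replicate individually at or above 90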;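 further: higher luciferase means less miR-122 activity so hits act as miR-122 inhibitors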
Cneo AK release: Cryptococcus neoformans lysis via adenylate kinase release; C. neoformans lysis, adenylate kinase release luminescence, 4 h; normalised: neutral wells 0, clomiphene wells 100; lysis activity, % at 15 µM; hit rate 0.2% among 360,000; AID 651654;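 active means mean lysis activity across replicates of at least 80%, whatever share of replicates individually reach that level; inactive means mean lysis activity below 80%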
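Signal: Adenylate kinase release luminescence | Assay system: Log-phase Cryptococcus neoformans yeast cells | Input: Cells at 5 × 10^6 per mL | Buffer or medium: Fresh YPD growth medium | Compound: Single dose | Schedule: Static 4 h at 37 °C with compound, 1 h detection | Controls: Clomiphene | Read-out: Luminescence rise reflecting yeast cell lysis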
PGC1a acetyl inh: lowers PGC1a acetylation signal in U2OS cells. inhibition, % at 15.6 µM. hit rate 0.17% among 350,000. AlphaScreen anti-acetyl-lysine; with virally co-expressed GCN5 acetyltransferase. AID 651687;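 active means every replicate shows inhibition of at least 40%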;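 further: 0% = neutral control wells and 100% = positive control wells; some results beyond the cut were filed as inactive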
CASP6 VEID inh: inhibitors of human caspase-6. inhibition, % at 12.5 µM. P55212. AID 686996. purified caspase-6, Z-VEID-R110 cleavage fluorescence. hit rate 0.53% among 350,000;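 active means mean inhibition across replicates at least about 35%, with every replicate also reaching that limit, limit read from the data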;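 further: 0% = median of neutral control wells and 100% = no fluorescence left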
Target sequence (P55212 24-179 limits assumed): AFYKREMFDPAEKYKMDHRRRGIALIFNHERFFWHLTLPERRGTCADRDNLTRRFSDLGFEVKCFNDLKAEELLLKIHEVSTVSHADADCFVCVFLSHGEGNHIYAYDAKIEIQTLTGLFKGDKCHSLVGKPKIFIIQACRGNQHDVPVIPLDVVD
Target sequence (P55212 194-293 limits assumed): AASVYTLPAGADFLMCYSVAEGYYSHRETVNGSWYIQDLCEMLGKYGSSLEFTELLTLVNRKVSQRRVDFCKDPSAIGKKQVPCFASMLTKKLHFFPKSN
PAX8 inh HTS: lowers PAX8-driven luciferase in RMG-I cells. inhibition, % at 12.6 µM. hit rate 1.2% among 360,000. AID 652154. RMG-I TPO-luciferase reporter, SteadyGlo, 24 h;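 active means mean replicate inhibition at least 60% with every replicate also reaching 60%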;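 further: luciferase light reporting Pax8 driven TPO promoter activity; plate controls were median of neutral control wells for no effect and mitoxantrone controls for full effect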
FN deposition inh: fibronectin deposition inhibition | AH1F fibroblasts, Alexa488-fibronectin deposition fluorescence, overnight | inhibition, % at 12.6 µM | hit rate 0.086% among 350,000;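 active means mean inhibition across replicates of 30% or more, regardless of how many single replicates reach that level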;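 further: positive control wells lacked labelled fibronectin entirely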
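test system = AH1F fibroblasts assembling fluorescent fibronectin matrix | quantity = 10000 AH1F cells per well | buffer or medium = DMEM plus 2% serum, read in PBS | doses = single dose, pinned | incubation = 1 h cell attachment, overnight exposure to compound and label | detection = fluorescence at 485 nm excitation, 525 nm emission | read-out basis = inhibition from reduced deposited-fibronectin fluorescence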
EWS-Fli block: EWS/Fli transcriptional activity inhibition. inhibition, % at 12.6 µM. hit rate 0.67% among 350,000. A673 NR0B1-luciferase reporter, viability-normalised;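 active means mean inhibition of at least 50% after viability correction, with every replicate also passing that limit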;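 further: firefly luciferase signal divided by Alamar Blue viability fluorescence both relative to DMSO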
* hit, by the source's call; . = not tested or not shown; & = joins results of further samples; [ ] = remark or other dose.

SMILES	LGR2 inh	miR-122 sensor	Cneo AK release	PGC1a acetyl inh	CASP6 VEID inh	PAX8 inh HTS	FN deposition inh	EWS-Fli block
N#CCCN(Cc1ccccc1)C(C(=O)NC1CCCCC1)c1ccnc2ccccc12 (centres undefined)	-8	5	2	-17	-1	-12	6	1
CCOC(=O)N1CCN(C(=O)c2cc(S(=O)(=O)N3CCCC3)cn2C)CC1	.	2	-1	-74	.	6	-2	.
COC(C[C@@H]1O[C@@H]1[C@H](O)COCc1ccccc1)OC	-5	7	5	0	-2	8	10	-6
Cc1ccc2c(c1)C(c1ccccc1)N(C(=O)c1ccc(Br)cc1)CC(=O)N2 (centres undefined)	-1	8	1	-1	0	16	-8	10
COc1ccc(-c2cnc3c(c2)C(=O)N([C@H](C)CO)C[C@@H](C)[C@H](CN(C)C(=O)Cc2ccccn2)O3)cc1	-17	3[16.7 µM]	1	8	-1	.	.	-7
C[C@@H]1CN([C@@H](C)CO)C(=O)c2cc(Br)cnc2O[C@H]1CN(C)C(=O)Cc1cccnc1	1&10	1	1&-16	-6&9	0&-3	6	3	-6&-18
COCCn1c(SCC(=O)Nc2ccccc2OC)nc2c([nH]c3ccccc32)c1=O	11	.	2	.	70*	20	.	.
O=C(CN1C(=O)c2ccccc2C1=O)OCC(=O)N1CCCCC1	-1	3	-1	5	2	-5	-10	4
Cc1ccc(NC(=O)COc2ncnc3cc([N+](=O)[O-])ccc23)cc1S(=O)(=O)N1CCOCC1	-14	-7	-2	3	3	15	3	-8
COc1ccc(-c2cc(C(=O)N3CCN(c4ccccc4)CC3)c3ccccc3n2)cc1	-65	.	.	.	-1	-8	-3	1
CO[C@H]1CN(C)C(=O)c2cc(NC(=O)c3nc4ccccc4s3)ccc2OC[C@H](C)N(Cc2cncnc2)C[C@H]1C	10	.	-6	2	1	.	12	-18
COc1ccc(N[C@@H]2CCN3C(=O)c4ccccc4[C@@H]3C[C@H]2O)cc1	10	.	3	.	6	8	-11	-12
Cc1ccc(OC(=O)c2ccc3snnc3c2)cc1	26	.	-1	8	3	.	.	9
CCOc1ccccc1NC1c2ccccc2C(=O)N1c1cccnc1 (centres undefined)	.	3	1	-1	.	.	11	.
Cc1ccc(S(=O)(=O)N2C[C@@H]3N[C@H](C2)C3c2ccc(-c3ccc(C(=O)N(C)C)cc3)cc2)cc1 (some centres undefined)	15	.	.	7	.	-9	-1	-20
C=CCN=C1CC(C)(C)CC(=O)/C1=C(\O)c1ccccc1	0	13	.	12	1	-14	0	.
CCn1ccnc1CN(C)Cc1nc(CCC(C)C)no1	0	.	.	5	-2	-10	15	3
O=C(c1cc(-c2cccnc2)nc2ccc(Br)cc12)N1CCN(c2ncccn2)CC1	0	1	2	1	.	.	.	.
CCC(NC(=O)c1[nH]c(C)c(C(C)=O)c1C)c1ccc(Br)cc1 (centres undefined)	15	2	-3	2	-1	10	-2	15
CC(C)NC(=O)N(C)C[C@H]1OCCCC[C@@H](C)Oc2ccc(NC(=O)Nc3cccc4ccccc34)cc2C(=O)N([C@@H](C)CO)C[C@H]1C	13	-1[16.7 µM]	-4	-5	-3	8	-8	8
O=C(CN1C(=O)NC2(CCCC2)C1=O)N1CCN(S(=O)(=O)c2cccc(C(F)(F)F)c2)CC1	3	2	-4	.	-1	8	.	-2
O=C(NN=C1CCCC1)c1n[nH]c2c1CCC2	-16	.	.	-6	59*	-7	.	-24
COc1ccc(C(=O)N2CCCCC2c2cc(C(=O)NCc3ccc(Cl)c(Cl)c3)no2)cc1 (centres undefined)	13	-4	-1	1	-4	12	-1	17
COc1ccc(-c2ccc3c(c2)[C@@H]2[C@@H](CCN2C(=O)c2cccc(F)c2)[C@H](CO)N3C)cc1	-1	-7[16.7 µM]	3	-2	-1	31	3	14
C[C@@H]1CN([C@H](C)CO)C(=O)Cc2cc(NC(=O)Nc3ccc4c(c3)OCO4)ccc2O[C@@H]1CN(C)Cc1ccc(-c2ccccc2)cc1	-2	-5[16.7 µM]	0	-1	-2	-12	.	-8
CC(=O)CC(=O)N1C(=O)N(C)[C@@]2(C)Oc3ccccc3[C@@H]1[C@H]2COC(=O)c1ccc([N+](=O)[O-])cc1	.	.	3	4	-2	12	.	-1
O=[N+]([O-])c1ccc2[nH]c(O)c(N=NC3CS(=O)(=O)CC3O)c2c1 (centres undefined)	7	-4	-3	-2	3	4	-2	-11
CNc1nc(-c2ccccc2)cc(-c2ccccc2)n1	-6	1	-2	-7	1	-23	5	19
O=C(O)CCN1C(=O)/C(=C\c2ccncc2)SC1=S	42	-6	1	0	7	-14	-1	-9
Cn1c(SCC(=O)O)nnc1C1CCCCC1	-3	-3	.	.	0	.	.	4
CCOc1nc(C)nc(NC(=O)NS(=O)(=O)c2ccccc2Cl)n1	.	-4	-1	-3	.	.	1	.
O=C(c1cc2nc(-c3cccs3)cc(C(F)(F)F)n2n1)N1CCCc2ccccc21	.	-7	1	1	.	-2	-13	.
COc1ccc(C(NC(=O)C2CCN(CCOc3ccc(Cl)cc3Cl)CC2)c2ccccc2C)cn1 (centres undefined)	-24	-9	6	.	-2	3	-1	12
Cc1ccc(S(=O)(=O)N(C)C[C@H]2Oc3ccc(NC(=O)Cc4cn(C)c5ccccc45)cc3CC(=O)N([C@@H](C)CO)C[C@@H]2C)cc1	12	2[16.7 µM]	-1	-6	-2	-24	.	0
COc1ccc2c3c(n(C)c2c1)[C@@H](CO)N(C(=O)c1ccccc1)CC31CN(C(C)=O)C1	-5	.	.	9	-3	-34	.	-3
COc1cc(-c2nnc(SCC(=O)O)n2-c2ccccc2)cc(OC)c1OC	7	-1	2	-13	0	-8	1	7
COc1ccc2[nH]cc(C(=O)C(=O)N3CCCCC3)c2c1	5	-13	5	4	-6	.	.	-2
O=C(CNC(=O)C12CC3CC(CC(C3)C1)C2)OCc1ccc(F)cc1Cl	-8	-8	2	-2	2	0	24	-1
C=CCn1c(O)c(N=NC(=O)c2cccnc2)c2cc(Br)ccc21	2	8	1	3	-4	-3	5	10
Fc1ccc(C2CCCCN2Cc2nc(CC3CC3)no2)cc1 (centres undefined)	3	.	.	1	0	-13	-12	0
O=C1CC(N2CCN(Cc3ccc4c(c3)OCO4)CC2)C(=O)N1Cc1ccc(N2CCCC2=O)cc1 (centres undefined)	.	-2	-4	4	.	-13	-1	.
O=CN(/C=C1\Sc2ccccc2C1=O)Cc1ccccc1	.	40	-2	.	.	-22	-14	.
Cc1cc(Cl)c(S(=O)(=O)NCc2ccccc2)cc1OCC(N)=O	.	174*	2	-1	.	.	-10	.
COc1cc(CNc2ccc3[nH]c(=O)[nH]c3c2)cc(Br)c1OCC(=O)NC(C)(C)C	.	-4	2	-4	.	.	-4	.
CN1CCN(C(=O)c2cc(COc3ccccc3)on2)[C@@H](c2ccccc2)C1	-74	.	11	.	-3	-244	0	-69
CCc1c(C2(O)CCCCC2)[nH]c2ccc(C(=O)OC)cc12	4	.	-3	.	3	-20	5	-19
COc1ccc(NC(=O)C(=O)Nc2cccc3cccnc23)cc1OC	-10	.	-1	.	-5	-49	-3	-65
COc1cc(OC)c(NC(=O)CCNC(=O)Cn2cnc3ccccc3c2=O)cc1Cl	7	2	0	-1	.	.	.	.
CC(C)N(CCC#N)C(=O)Nc1ccc2c(c1)CCO2	-12	.	.	-11	0	-25	21	2
COc1ccc2c3c([nH]c2c1)[C@@H](CO)N(S(C)(=O)=O)CC31CCN(C(=O)Cc2cccnc2)CC1	-1	.	.	-1	-1	-12	.	-8
O=S(=O)(Nc1cccc(S(=O)(=O)N2CCCC2)c1)c1ccc(F)cc1	-8	5	2	2	1	-3	-7	-2
C#CCNC(=O)C1=C[C@@H](c2ccc(Br)cc2)C[C@@H](OCc2ccc(CO)cc2)O1	-23	-4	-11&-4	-18&-13	0&1	6&-5	-3	1&-7
Cc1ccc(S(=O)(=O)NCC[C@@H]2CC[C@H](NC(=O)CC3CC3)[C@@H](CO)O2)cc1	-18	.	24	7	1	2	-10	-6
O=C(/C=C/c1ccc(Cl)c(Cl)c1)n1cccn1	.	1	1	-13	.	-6	-4	.
O=C(C[C@@H]1CC[C@@H](NC(=O)c2ccccc2)[C@H](CO)O1)Nc1ccc(-c2ccccc2)cc1	-4	1[16.7 µM]	2	8	-1	-12	-21	-14
CCCc1cc(=O)oc2c3c(cc(OCC(=O)N4CCC[C@H]4C(=O)O)c12)OC(C)(C)CC3	3	-1	-1	4	-1	.	.	1
CC(C)c1nc(CNC(=O)c2cc(COc3c(F)cccc3F)on2)cs1	17	.	.	.	0	8	-6	9
CN1c2ccc(-c3ccc(C#N)cc3)cc2[C@@H]2[C@@H](CCN2S(=O)(=O)c2cccc(F)c2)[C@@H]1CO	-18	-6[16.7 µM]	1	4	1	-10	7	4
COc1ccc(C(=O)CN2C(=O)NC3(CCc4ccccc43)C2=O)cc1 (centres undefined)	7	.	-3	.	12	10	8	-8
CN(CC(=O)Nc1cccc(F)c1)CC(=O)Nc1ccccc1-c1ccccc1	-16	-6	.	1	0	.	4	1

Retrieved by structure from the entries so far:
SMILES	LGR2 inh	miR-122 sensor	Cneo AK release	PGC1a acetyl inh	CASP6 VEID inh	PAX8 inh HTS	FN deposition inh	EWS-Fli block
CC(C)N(CCC#N)C(=O)Nc1ccc2c(c1)CCO2	-12	.	.	-11	0	-25	21	2
C#CCNC(=O)C1=C[C@@H](c2ccc(Br)cc2)C[C@@H](OCc2ccc(CO)cc2)O1	-23	-4	-11&-4	-18&-13	0&1	6&-5	-3	1&-7

(list continues)
SMILES	LGR2 inh	miR-122 sensor	Cneo AK release	PGC1a acetyl inh	CASP6 VEID inh	PAX8 inh HTS	FN deposition inh	EWS-Fli block
O=C(CCNC(=O)C1CCN(S(=O)(=O)c2ccccc2)CC1)Nc1ccccc1	8	-3	18	2	0	6	0	1
COc1ccc(OC)c(NC(=O)COC(=O)/C=C/c2ccccc2Cl)c1	0	.	-3	.	.	19	2	.
COc1ccc(OCC(=O)N2CCN(c3nnc(-c4ccc(C)cc4)c4ccccc34)CC2)cc1	59*	-4	-1	-7	2	3	-1	16
O=C1N[C@@H](Cc2ccccc2)C(=O)N2[C@@H]1C[C@@H](C(=O)NCc1ccc(F)cc1)[C@H]2c1ccc(O)cc1	.	.	14	-4	-3	13	.	-6
OCCC1CN(Cc2cccn2-c2cccnc2)CCN1C1CCCCC1 (centres undefined)	-4	-4	0	3	0	9	-2	16
CN(C(=O)c1cccc(NC(=O)Cc2ccc(NC(=O)C3CCCN(C(=O)C4CC4)C3)cc2)c1)C1CCCCC1 (centres undefined)	-11	-3	-8	5	0	6	3	2
O=C(NCc1nnc(SCC(=O)N2CCOCC2)o1)c1ccccc1F	2	-3	.	6	1	-7	12	12
COc1ccccc1NC(=O)N[C@@H]1CC[C@@H](CCn2cc(C3(O)CCCC3)nn2)O[C@H]1CO	-4	0[16.7 µM]	94*	5	0	-10	2	-3
CC(C)(C)OC(=O)N1CCCC(C(=O)Nc2cccc(C(=O)N3CCOCC3)c2)C1 (centres undefined)	15	-1	-2	-4	-3	10	10	-2
O=C(C[C@H]1CC[C@@H](NC(=O)Nc2cc(F)ccc2F)[C@H](CO)O1)NCc1ccncn1	-8	.	0	4	2	3	-5	-5
CCN(CC)Cc1c(O)ccc2c(=O)c(-c3ccccc3Cl)coc12	5	.	-3	.	0	-15	-2	-2

Rows are unselected. Share with any hit: about 2.5%.
